From PubChem BioAssay
ADAM17 inh: ADAM17 inhibition, QFRET primary screen; P78536; recombinant ADAM17, EDANS/DABCYL FRET peptide cleavage; inhibition, % at 6.95 µM; actives 0.83% (n = 370,000);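 active = inhibition above the mean of compounds lying between control limits plus 3 SD, set per campaign, cut at about 8.5% in these data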;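 also: 0% = DMSO-only wells as the low control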
ADAM10 inh: ADAM10 inhibition, QFRET primary screen | actives 0.62% (n = 370,000) | recombinant ADAM10, EDANS/DABCYL FRET peptide cleavage, 3 h | inhibition, % at 7 µM;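 active = inhibition above a per-campaign cutoff equal to the mean of compounds falling between control-based bounds plus 3 SD, cut at about 20% in these data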;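 also: 0% = DMSO wells while the 100% control is not disclosed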
ARFGAP1 inh: inhibitors of rat ARFGAP1 | Arfgap1-stimulated ARF1 GTP hydrolysis, GDP FP detection | inhibition, % at 16.5 µM | actives 0.26% (n = 360,000) | AID 651572;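 active = inhibition above a per-plate limit, mean inhibition of low control wells plus 3 SD, cut at about 25% in these data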;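 also: 0% = DMSO wells with enzyme and 100% = wells lacking Arfgap1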
Target sequence (Q62848 1-136 limits assumed): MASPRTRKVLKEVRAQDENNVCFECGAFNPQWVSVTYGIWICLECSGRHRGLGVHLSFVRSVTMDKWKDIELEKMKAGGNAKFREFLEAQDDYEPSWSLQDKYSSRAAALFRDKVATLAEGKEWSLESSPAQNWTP
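Assay system: Rat Arfgap1 GAP domain (His6, aa 1-136), purified enzyme | Buffer or medium: HEPES 25 mM pH 7.5, NaCl 150 mM, MgCl2, DTT | Schedule: GTP hydrolysis reaction 2 h at 25 °C | Signal: FP of antibody-bound GDP Alexa 633 tracer, ex 620/em 688 nm | Measure: Percent inhibition of Arfgap1-stimulated GTP hydrolysis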
Tn6 DDE FP: disrupts Tn6 cyclic peptide binding to fibrin D-Dimer-E complex. inhibition, % at 8.3 µM. AID 720509. actives 0.21% (n = 370,000). P02675. Fibrin DD(E) TRITC-Tn6 fluorescence polarization displacement;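 active = inhibition above a per-campaign cutoff: mean of compounds within control limits plus 3 SD, cut at about 15% in these data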;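 also: 0% = median of all compound wells on the plate and 100% = blocking peptide control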
ASAP1 GAP inh: blocks human ASAP1-stimulated Arf1 GTP hydrolysis. Q9ULH1. GDP FP detection. inhibition, % at 16.5 µM. actives 0.19% (n = 360,000). AID 624377; in the data active = inhibition above about 25%;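 also: 0% = vehicle with enzyme and substrate and 100% = no enzyme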
Target sequence (Q9ULH1 325-724 limits assumed): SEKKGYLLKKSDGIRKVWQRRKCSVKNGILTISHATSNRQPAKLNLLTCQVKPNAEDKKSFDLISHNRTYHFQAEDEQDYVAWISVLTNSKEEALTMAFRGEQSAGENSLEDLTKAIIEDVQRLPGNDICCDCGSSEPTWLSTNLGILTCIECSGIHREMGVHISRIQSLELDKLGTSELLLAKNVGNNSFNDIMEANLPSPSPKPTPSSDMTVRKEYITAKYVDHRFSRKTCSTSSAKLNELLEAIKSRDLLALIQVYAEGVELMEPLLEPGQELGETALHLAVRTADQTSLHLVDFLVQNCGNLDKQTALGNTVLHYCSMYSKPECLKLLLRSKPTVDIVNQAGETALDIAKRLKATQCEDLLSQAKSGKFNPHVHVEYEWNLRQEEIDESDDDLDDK
proKLK7 act: activates the human kallikrein-7 zymogen | P49862 | activation, % at 7 µM | actives 0.9% (n = 370,000) | purified proKLK7, EDANS-DABCYL substrate fluorescence; 100% is mature enzyme control, 0% vehicle | AID 652039;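 active = activation above the mean of all tested compounds plus 3 SD, computed per campaign excluding outliers beyond control limits, cut at about 13% in these data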
Target sequence (P49862 whole entry, looked up): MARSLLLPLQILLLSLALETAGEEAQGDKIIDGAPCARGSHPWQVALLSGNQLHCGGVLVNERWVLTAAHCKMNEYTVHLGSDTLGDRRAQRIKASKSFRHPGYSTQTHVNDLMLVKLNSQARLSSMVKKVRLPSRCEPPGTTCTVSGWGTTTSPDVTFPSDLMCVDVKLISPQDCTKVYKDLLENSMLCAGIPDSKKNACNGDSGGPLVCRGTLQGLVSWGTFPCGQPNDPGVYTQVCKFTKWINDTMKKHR
LEDGF integ inh: blocks HIV-1 LEDGF/p75-dependent DNA integration | inhibition, % at 3.7 µM | TR-FRET IN-LEDGF/p75 DNA integration, Eu/Cy5 | actives 0.64% (n = 370,000);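 active = inhibition above the screen-wide mean plus 3 SD, cut at about 13% in these data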;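 also: signal is the Cy5 over europium emission ratio at 671 and 618 nm; 0% = plate median of compound wells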
TDP2 inh: blocks human TDP2 phosphodiesterase activity | O95551 | actives 0.34% (n = 370,000) | recombinant TDP2, T5PNP hydrolysis, p-nitrophenol absorbance 415 nm | AID 720702 | inhibition, % at 12.8 µM;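 active = inhibition above the mean of all tested compounds plus 3 SD, set per campaign, cut at about 25% in these data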;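 also: 0% = DMSO with enzyme and 100% = buffer with substrate but no TDP2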
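Assay system: recombinant human TDP2 / Reagent: T5PNP substrate at 5 mM, a TopII-DNA adduct mimic / Measured by: epi absorbance from released p-nitrophenol / Evaluation: % inhibition relative to enzyme-containing and enzyme-free wells / Control set: enzyme-free and DMSO wells / Replicates: each compound tested once, singlicate / Schedule: enzyme reaction with compound for 2 h at 37 °C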
PLC-gamma1 inh: blocks human PLC-gamma1 enzyme activity. inhibition, % at 12.2 µM. AID 720700. P19174. purified PLC-gamma1, fluorogenic substrate, fluorescence. actives 0.84% (n = 370,000); in the data active = inhibition above about 9.5%
DDE Tn7 FP inh: inhibitors of Tn7 peptide binding to human fibrin DD(E); actives 0.13% (n = 370,000); FP displacement of FITC-Tn7 peptide from fibrin DD(E); 0% = median of compound wells per plate; P02675; inhibition, % at 8.3 µM;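 active = inhibition above the mean of compounds falling within the control limits plus 3 SD of them, cut at about 14% in these data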;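 also: 0% = plate median of compound wells and 100% = 10 µM Aha-Tn7 peptide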
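Assay system: human fibrin DD(E) protein / Input: 2 µM fibrin DD(E) / Benchmarks: high control of 10 µM Aha-Tn7 peptide / Measured by: fluorescence polarization of the labelled Tn7 tracer / Medium: Tris buffer with calcium and detergent, pH 7.8 / Timing: 10 min compound pre-incubation, 3 h probe incubation at room temperature / Repeats: one replicate per compound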
* = called active by the depositor; i = inactive; · = no result given.

Tn6 DDE FP | DDE Tn7 FP inh | ARFGAP1 inh | ASAP1 GAP inh | LEDGF integ inh | proKLK7 act | ADAM17 inh | TDP2 inh | PLC-gamma1 inh | ADAM10 inh | Compound
0 | -1 | -5 | 11 | 0 | 0.3 | -2 | -4 | -2 | 1 | COC(=O)/C=C/c1ccccc1CN1[C@@H](CC(=O)OC)c2ccccc2S1(=O)=O
8 | 6 | 3 | -9 | 1 | -0.2 | -2 | -3 | -2 | -4 | CC(=O)Nc1nnc(SCC(=O)NC2CC2)s1
6 | 8 | -16 | -2 | -2 | 0.3 | 4 | -3 | 2 | 6 | Cc1c(C(=O)N(Cc2cccc(Br)c2)C2CCS(=O)(=O)C2)oc2ccccc12 (stereo unspecified)
-7 | 0 | -15 | -6 | 9 | -0.1 | -1 | -12 | -41 | 3 | Cc1cccc(C)c1-n1cccc1/C=C1/C(=N)N2C(=NC1=O)SN=C2S(C)(=O)=O
3 | 5 | -10 | -4 | -6 | -0.1 | 2 | -15 | 2 | -2 | CCOP(=O)(OCC)C(Nc1ccc([N+](=O)[O-])cc1)c1ccc(Cl)cc1 (stereo unspecified)
11 | 1 | -12 | 7 | -1 | -0.5 | 3 | -4 | -1 | -4 | O=C(CCc1ccccc1)NC(=S)Nc1cccc(C(=O)O)c1
-12 | 5 | 1 | -9 | 4 | -0.1 | -6 | -1 | 7 | -3 | CC(C)OC(=O)CSc1nnc(-c2ccc([N+](=O)[O-])cc2)o1
2 | 1 | -3 | 7 | 1 | -0.7 | -6 | -2 | -22 | -20 | COc1cc(-c2cc3nc(NCCN(C)C)ccn3n2)cc(OC)c1OC
9 | 8 | -12 | 1 | -1 | -0.9 | 0 | 5 | -2 | 5 | COC(=O)c1ccccc1NC(=O)n1cc(C)cn1
11 | -1 | -7 | -10 | 1 | 0.3 | -1 | -2 | 1 | 3 | O=C(NCCc1ccc(F)cc1)c1cccs1
4 | -6 | 1 | -3 | 0 | 0.5 | -2 | 5 | 1 | -5 | CN1CCn2cnc(C(=O)N3CCN(c4ccccc4)CC3)c2C1=O
5 | -1 | -2 | -14 | 1 | -0.2 | 1 | -3 | 2 | 1 | COC(=O)c1cn(C(=O)c2ccc(Br)o2)c2ccccc12
-2 | 1 | 8 | -16 | 2 | 0.1 | -4 | -2 | -2 | 2 | Cc1cc(C(=O)N2CCc3ccccc32)c2cc(F)ccc2n1
0 | 8 | -1 | -20 | -7 | -0.7 | -47 | -5 | i | -123 | Cc1cc(C)c2c(N)c(C(=O)N3CCN(c4ncccn4)CC3)sc2n1
-8 | -4 | -7 | 6 | 4 | 0.1 | -1 | 0 | 4 | 3 | Cc1cccc(C(=O)NCC(=O)N2CCOCC2)c1
-8 | -2 | 6 | -2 | -1 | -1.1 | -2 | 2 | -2 | -1 | O=C(CN1CCCCCC1)Nc1cccc(Br)c1
0 | -5 | -2 | 7 | 1 | -0.5 | -2 | -12 | 3 | -3 | Cc1ccsc1C(=O)Nc1nccs1
0 | 3 | -6 | 3 | 0 | 0.7 | -5 | 8 | -8 | -15 | CC(C)c1nc(CNC(=O)CC2C(=O)NCCN2Cc2ccccc2)cs1 (stereo unspecified)
0 | -2 | -1 | -1 | -2 | -0.4 | 0 | 15 | -1 | -1 | CCOc1ccc(Nc2nc(NCc3ccco3)nc(N)c2[N+](=O)[O-])cc1
2 | 3 | 13 | -4 | -2 | 0.5 | 9.9* | -7 | 1 | -8 | CCOCCCn1c(SC(C(=O)Nc2cc(C)ccc2C)c2ccccc2)nnc1-c1ccc(Cl)cc1 (stereo unspecified)
-3 | -6 | -3 | -12 | -1 | -0.5 | 1 | 3 | 0 | -1 | COc1cccc(N(C(=O)Cn2nnc(-c3ccc(F)cc3)n2)C(C(=O)NCC2CCCO2)c2ccc(Cl)cc2)c1 (stereo unspecified)
2 | 3 | 8 | 1 | 2 | -0.1 | -2 | -2 | 0 | 4 | COc1ccc(NC(=S)NCc2ccccn2)cc1OC
-2 | 6 | 16 | -6 | -1 | -49 | -87 | 10 | -163 | -266 | CCOC(=O)c1sc(NC(=O)c2ccc(C)s2)cc1C
4 | 4 | 11 | -3 | -1 | -0.4 | -2 | 2 | 0 | 0 | C=CCON1C(=O)c2ccccc2C1=O
4 | -2 | 5 | -7 | 2 | 0.2 | -1 | 5 | 0 | 2 | C#CC[N+](CC)(CC)CC#Cc1cccc(Cl)c1
-2 | -4 | 5 | 3 | 4 | 0.4 | -2 | -7 | -1 | 5 | Cn1cccc1/C=N/N1CCN(Cc2ccccc2Cl)CC1
2 | 3 | -3 | 3 | -1 | -0.2 | -3 | 5 | 3 | -12 | CN1CCN(C(=O)c2ccc(S(=O)(=O)N(C)c3ccccc3)cc2)CC1
-3 | -3 | 10 | -14 | 2 | 0.3 | -12 | -2 | -65 | -54 | CC(C)CC(N)c1csc(Nc2ccc(C(=O)NCCCO)cn2)n1 (stereo unspecified)
3 | -3 | 2 | 8 | -4 | -0.1 | -1 | 15 | 7 | -1 | O=C(COc1ccccc1)NNC(=O)c1ccc(Cl)cc1
-1 | -5 | · | · | -1 | -13 | -75 | 7 | -99 | -263 | O=C(CCc1ccccc1)N[C@H]1[C@H](OCc2ccccc2)CCC[C@@]12C(=O)N(Cc1ccccc1)c1ccc(-c3cnccn3)cc12
-1 | -6 | -12 | 4 | 1 | 0.2 | -8 | 13 | -3 | -6 | CCOC(=O)C1CCN(C(=O)C(C)Oc2ccc(C(=O)c3ccccc3)cc2)CC1 (stereo unspecified)
-5 | -4 | 6 | -1 | 0 | -0.8 | -3 | 12 | 0 | 2 | NC(=O)Cn1cnc2c(nnn2-c2ccc(F)cc2)c1=O
6 | 2 | -12 | -3 | 0 | 0.1 | 0 | 10 | 1 | 1 | CC(=O)Nc1ccccc1OCc1nnc(-c2ccccc2Cl)o1
9 | 0 | 3 | -3 | -5 | -0.1 | -5 | 0 | 0 | -8 | COc1ccc(CN2C(=O)C(CC(=O)NCCCN(C)C)CC(C(=O)N(C(C)C)C(C)C)=C2C)cc1 (stereo unspecified)
-10 | -1 | -2 | -2 | 3 | -0.3 | 0 | -9 | -1 | -7 | COc1ccccc1/C=C/CN1CCC(n2nccc2NC(=O)C2CC2)CC1
-2 | 4 | -5 | 3 | -2 | 0.2 | -5 | 3 | 0 | -2 | Cc1cc(Cl)ccc1OCC(=O)NCCCN1CCOCC1
1 | 6 | -1 | 3 | 0 | 0.5 | -2 | 12 | 1 | 2 | CSCCC(NC(=O)C1CCC(C)CC1)C(=O)O (stereo unspecified)
1 | -2 | -13 | 7 | -2 | -0.2 | -3 | 0 | 2 | -3 | O=C(CNC(=O)c1ccccc1)NCC(=O)OCc1ccccc1Cl
4 | -7 | 0 | 6 | 1 | -0.7 | 2 | -11 | 4 | 4 | CSc1nnc(COc2ccc(C)cc2)n1N
7 | 6 | -4 | -1 | 1 | -0.2 | 0 | -1 | -3 | -8 | Fc1ccc(C2CC(c3ccccc3)n3ncnc3N2)cc1 (stereo unspecified)
-4 | -4 | -2 | -4 | 0 | -1.1 | -2 | -8 | 6 | 5 | CC1(C)CC(=O)C2=C(C1)N(c1ccc(F)cc1)C(=O)C2(O)C(F)(F)F (stereo unspecified)
-2 | -4 | -2 | 1 | -3 | 0.2 | -3 | 0 | 0 | -17 | Cc1ccc(S(=O)(=O)NC(C)(C)CN2CCNCC2)cc1
3 | 10 | -2 | -1 | 2 | -1.1 | -5 | 1 | -13 | -13 | Cc1c(O)nc(SCC(=O)Nc2ccc3c4c(cccc24)CC3)n(-c2ccc(F)cc2)c1=O
-8 | 0 | 0 | 1 | 1 | 0.1 | 2 | 11 | 2 | 2 | CN(CC(=O)Nc1ccc(Cl)c(Cl)c1)CC(=O)N1CCCCCC1
6 | 8 | -4 | 0 | 2 | -0.3 | -5 | 3 | -65 | -11 | Cn1c(-c2sc3cc(C(F)(F)F)cnc3c2-c2ccccc2)n[nH]c1=S
-4 | 6 | -5 | 11 | 2 | -0.2 | -7 | -13 | 4 | -7 | O=C(O)c1ccc(OCCN2CCCC2=O)cc1
-3 | 3 | 5 | 2 | 3 | 0.4 | -4 | -13 | 2 | -3 | COC(=O)c1sccc1NC(=O)c1ccc(OC)c([N+](=O)[O-])c1

Among those listed so far, 6 have an aryl methoxy group.
Tn6 DDE FP | DDE Tn7 FP inh | ARFGAP1 inh | ASAP1 GAP inh | LEDGF integ inh | proKLK7 act | ADAM17 inh | TDP2 inh | PLC-gamma1 inh | ADAM10 inh | Compound
2 | 1 | -3 | 7 | 1 | -0.7 | -6 | -2 | -22 | -20 | COc1cc(-c2cc3nc(NCCN(C)C)ccn3n2)cc(OC)c1OC
-3 | -6 | -3 | -12 | -1 | -0.5 | 1 | 3 | 0 | -1 | COc1cccc(N(C(=O)Cn2nnc(-c3ccc(F)cc3)n2)C(C(=O)NCC2CCCO2)c2ccc(Cl)cc2)c1 (stereo unspecified)
2 | 3 | 8 | 1 | 2 | -0.1 | -2 | -2 | 0 | 4 | COc1ccc(NC(=S)NCc2ccccn2)cc1OC
9 | 0 | 3 | -3 | -5 | -0.1 | -5 | 0 | 0 | -8 | COc1ccc(CN2C(=O)C(CC(=O)NCCCN(C)C)CC(C(=O)N(C(C)C)C(C)C)=C2C)cc1 (stereo unspecified)
-10 | -1 | -2 | -2 | 3 | -0.3 | 0 | -9 | -1 | -7 | COc1ccccc1/C=C/CN1CCC(n2nccc2NC(=O)C2CC2)CC1
-3 | 3 | 5 | 2 | 3 | 0.4 | -4 | -13 | 2 | -3 | COC(=O)c1sccc1NC(=O)c1ccc(OC)c([N+](=O)[O-])c1
